# Source: PubChem (several laboratories)
# VHR inh abs: DUSP3 (human) phosphatase inhibition. recombinant VHR phosphatase, pNPP absorbance. inhibition, % at 13.3 µM. AID 1654. actives 0.52% (n = 290,000); in the data active = inhibition above about 50%; note: some compounds called inactive have numbers as strong as hits
# Target sequence (P51452 whole entry, looked up): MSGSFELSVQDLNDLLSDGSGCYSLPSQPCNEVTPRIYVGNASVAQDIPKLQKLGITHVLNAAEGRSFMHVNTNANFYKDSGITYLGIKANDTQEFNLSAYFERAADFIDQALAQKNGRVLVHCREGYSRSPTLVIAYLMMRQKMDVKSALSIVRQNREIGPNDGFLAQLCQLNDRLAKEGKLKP
# 3CLpro inhibitor: SARS-CoV 3CLpro protease inhibition; P0C6X7; recombinant SARS-CoV 3CLpro, quenched FRET peptide cleavage; inhibition, % at 6 µM; actives 0.14% (n = 290,000); AID 1706; in the data active = inhibition above about 12%
# Rv3671c protease: Rv3671c (M. tuberculosis) protease inhibition; AID 2606; P9WHR9; inhibition, % at 5.96 µM; actives 0.048% (n = 320,000); in the data active = inhibition above about 38%;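 note: extracellular domain of Rv3671c used as enzyme; 0% = enzyme with DMSO and 100% = no enzyme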
# Target sequence (P9WHR9 whole entry, looked up, the tested form may be a part): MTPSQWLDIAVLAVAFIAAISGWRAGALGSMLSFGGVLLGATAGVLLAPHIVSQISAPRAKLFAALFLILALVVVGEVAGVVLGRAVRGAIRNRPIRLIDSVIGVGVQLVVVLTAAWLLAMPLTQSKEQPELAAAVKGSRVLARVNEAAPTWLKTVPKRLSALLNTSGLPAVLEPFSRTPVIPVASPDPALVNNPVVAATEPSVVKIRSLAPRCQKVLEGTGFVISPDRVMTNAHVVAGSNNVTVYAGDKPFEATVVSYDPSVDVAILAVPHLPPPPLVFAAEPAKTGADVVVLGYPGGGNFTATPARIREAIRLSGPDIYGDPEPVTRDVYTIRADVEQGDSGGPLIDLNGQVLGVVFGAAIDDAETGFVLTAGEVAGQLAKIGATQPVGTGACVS
# Y pestis TopoI: blocks Yersinia pestis topoisomerase I activity; AID 504884; Y. pestis Topo-I cleavage product accumulation, plate reader; activity, % at 10 µM; actives 0.064% (n = 360,000); in the data active = activity above about 50%, passing the limit was not always enough; note: inactives centre near 2
# TcdB inh: blocks C. difficile toxin B glycohydrolase activity. P18177. TcdB glycohydrolase enzymatic assay, plate reader. inhibition, % at 9.99 µM. actives 0.24% (n = 350,000); in the data active = inhibition above about 10%
# PriA SSB inh: inhibitors of Klebsiella pneumoniae PriA binding to SSB C-terminal tail | AlphaScreen SSBct-PriA binding, biotinylated peptide | inhibition, % at 33 µM | actives 0.6% (n = 430,000) | AID 1272365; in the data active = inhibition mostly above about 37%, no sharp cut-off; inactive = mostly below about 20%;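 note: plate controls were negative control peptide for no effect and reference peptide for full effect; strong numbers were not always called active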
# MazF activator: increases E. coli MazEF RNase cleavage of RNA. P0AE70. FAM/BHQ RNA-DNA oligo cleavage fluorescence, 5 h. activation, % at 20 µM. actives 0.32% (n = 350,000); in the data active = activation above about 50%
# Target sequence (P0AE70 whole entry, looked up): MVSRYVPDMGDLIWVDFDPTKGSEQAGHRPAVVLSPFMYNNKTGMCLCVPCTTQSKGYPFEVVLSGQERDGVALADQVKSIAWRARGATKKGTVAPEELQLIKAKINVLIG
# PrPC TRFRET: inhibitors of human cell surface prion protein PrPC. P04156. TR-FRET read-out. inhibition, % at 13.8 µM. actives 0.43% (n = 370,000). AID 720596; in the data active = inhibition above about 24%; note: 0% = median of the test wells and 100% = reference compound wells
# BH1578 lux ind: inducers of Vibrio cholerae quorum light production without autoinducers; V. cholerae BH1578 lux reporter, luminescence, 6 h; activation, % at 18.7 µM; actives 0.16% (n = 350,000); in the data active = activation mostly above about 9.7%, no sharp cut-off; note: not every result past the cut was called active; inactives centre near 0; reference of the scale not given here
# CCHFV vOTU inh: blocks the CCHF virus ovarian tumor domain protease | CCHFV vOTU protease, Pep-AMC fluorescence | actives 0.55% (n = 370,000) | AID 651958 | inhibition, % at 11.5 µM; in the data active = inhibition above about 30%; note: 0% = vehicle wells with enzyme and 100% = no enzyme wells
# * marks the source's active call; other numbers are inactive results; i = inactive; . = not tested or not shown; & = joins results of further samples. Some of the compounds tested. The share of hits here may be higher or lower than overall.
SMILES,VHR inh abs,3CLpro inhibitor,Rv3671c protease,Y pestis TopoI,TcdB inh,PriA SSB inh,MazF activator,PrPC TRFRET,BH1578 lux ind,CCHFV vOTU inh
CCOCCCNS(=O)(=O)c1ccc(NC(=O)Cc2c(F)cccc2Cl)cc1,18,3,0,3,1.6,-11,1,-2,i,-6
Cc1cccc(CNC(=O)C2CCC(=O)N(CCCc3ccccc3)C2)c1 (configuration not stated),.,.,.,12,0.3,.,5,-5,0.8,-2
O=[N+]([O-])c1cccc(S(=O)(=O)/N=C(/Nc2ccccc2)c2ccccc2)c1,.,.,-1,-9,0.7,.,19,-17,-2.7,-7
CC(=O)c1ccc(NC2OC(C)C(O)C(O)C2O)cc1 (configuration not stated),-17,-4,-7,-1,.,-2,3,5,-0.3,2
O=C(CCNC(=O)C1CCN(S(=O)(=O)c2ccc(F)cc2)CC1)NCc1ccc(F)cc1,39,-4,4,-1,-0.3,-9,7,3,-0.4,4
CCn1c(C)nc2cc(C(=O)NNC(=S)Nc3ccccc3OC)ccc21,5,2,10,.,-2.1,-3,4,-2,.,-1
CC(C)c1ccc(NC2CCCN(C(=O)CN3C(=O)CSC3=O)C2)cc1 (configuration not stated),-37,-2,2,2,-1.3,4,6,0,i,7
Cc1cc(C)cc(NS(=O)(=O)c2ccc(NC(=O)c3ccccc3C(=O)O)cc2)c1,.,.,5,11,0.0,0,9,5,0.5,6
CCOC(=O)c1sc(=S)n(-c2ccc3c(c2)OCO3)c1N,18,-1,5,6,3.9,-6,2,-4,i,14
O=C(NCCc1ccc(Cl)cc1)C1CCCN(S(=O)(=O)c2cnc[nH]2)C1 (configuration not stated),-9,1,-3,3,0.4,-2,5,-6,-0.5,-1
CCCCn1cnc2cc(NCc3cccc(OC)c3O)ccc21,10,-1,6,3,.,26,-9,1,-2.9,-5
COc1ccccc1NC(=O)NCc1ccc(C)n1C,-20,1,-2,0,0.7,-19,-1,2,-0.5,-9
Cc1c(NC(=O)c2ccco2)c(=O)n(-c2ccccc2)n1C,13,-2,10,-8,1.4,-8,2,-1,0.6,-6
N=C1C=CC=C2C1=NC1(CCCCC1)N2O,11,5,7,-6,.,26,4,-28,i,-12
O=C(N/N=C1\CC(c2ccccc2)Oc2ccccc21)c1cccnc1 (configuration not stated),18,12,3,-1,0.7,.,0,9,i,-2
Cc1ccc(Oc2ccc(NC(=O)C3=CC=CN4CCS(=O)(=O)N=C34)cc2)cc1,.,.,-15,4,-1.1,-5,3,-15,i,4
CN1CCN(c2oc(COc3ccc(-c4ccccc4)cc3)nc2C#N)CC1,10,4,-4,7,.,60*,-6,0,i,3
COc1ccc(Br)cc1C(=O)Nc1ccc(N2CCCC2)cc1,9,3,-4,5,0.4,32,11,6,i,12
COc1cc(/C=N/NC(=O)C(=O)NCc2cccnc2)ccc1O,-7,1,-1,-10,.,.,1,5,i,7
CC(C(=O)Nc1cccc(S(=O)(=O)N2CCOCC2)c1)N1CCN(C/C=C/c2ccccc2)CC1 (configuration not stated),12,-3,-6,25,0.4,9,8,0,-1.4,4

# 7 records drawn at random from those above:
SMILES,VHR inh abs,3CLpro inhibitor,Rv3671c protease,Y pestis TopoI,TcdB inh,PriA SSB inh,MazF activator,PrPC TRFRET,BH1578 lux ind,CCHFV vOTU inh
COc1ccccc1NC(=O)NCc1ccc(C)n1C,-20,1,-2,0,0.7,-19,-1,2,-0.5,-9
O=C(N/N=C1\CC(c2ccccc2)Oc2ccccc21)c1cccnc1 (configuration not stated),18,12,3,-1,0.7,.,0,9,i,-2
CCCCn1cnc2cc(NCc3cccc(OC)c3O)ccc21,10,-1,6,3,.,26,-9,1,-2.9,-5
Cc1ccc(Oc2ccc(NC(=O)C3=CC=CN4CCS(=O)(=O)N=C34)cc2)cc1,.,.,-15,4,-1.1,-5,3,-15,i,4
N=C1C=CC=C2C1=NC1(CCCCC1)N2O,11,5,7,-6,.,26,4,-28,i,-12
CC(C(=O)Nc1cccc(S(=O)(=O)N2CCOCC2)c1)N1CCN(C/C=C/c2ccccc2)CC1 (configuration not stated),12,-3,-6,25,0.4,9,8,0,-1.4,4
Cc1c(NC(=O)c2ccco2)c(=O)n(-c2ccccc2)n1C,13,-2,10,-8,1.4,-8,2,-1,0.6,-6

# Going on with the list.
SMILES,VHR inh abs,3CLpro inhibitor,Rv3671c protease,Y pestis TopoI,TcdB inh,PriA SSB inh,MazF activator,PrPC TRFRET,BH1578 lux ind,CCHFV vOTU inh
C[C@H](CO)N1C[C@H](C)[C@H](CN(C)C)Oc2ccc(NS(=O)(=O)c3ccc(F)cc3)cc2CC1=O,.,.,-1,0,0.5&0.3,-25,1,-2,1.4,-4
CC(C(=O)Nc1ccc(N2CCOCC2)cc1)N1C(=O)c2ccccc2C1=O (configuration not stated),13,1,-11,-15,0.6,-2,-3,-2,-0.4,6
CC1CC(C)CN(CC(O)COc2ccc3c(c2)CCC3)C1 (configuration not stated),-4,-4,0,12,-1.1,-13,1,14,3.3,20
O=C(CN(C(=O)CNC(=O)c1cccs1)c1ccccc1F)NC1CCCCC1,12,-2,-3,3,-0.7,-17,1,-12,-0.3,0
O=C(NNC(=O)c1ccccc1[N+](=O)[O-])c1ccco1,5,2,10,3,0.3,-26,-3,1,i,-2
O=C(Cc1ccc(F)cc1)OCC(=O)c1cc2ccccc2o1,-11,-6,-4,3,-0.2,-38,6,6,.,17
CC(=O)N1CCN(CC(=O)Nc2cc([N+](=O)[O-])ccc2Cl)CC1,34,4,8,9,0.3,5,6,-19,i,-3
CCOc1ccc(N(CC(=O)NC(C)(C)C)C(=O)c2ccco2)cc1,35,-13,2,-1,.,2,2,-4,-0.3,11
COCCCN(C(=O)CSCC(=O)Nc1cccc(C)c1)c1c(N)n(Cc2ccccc2)c(=O)[nH]c1=O,.,.,9,-8,1.4,-15,-1,-1,i,-1
COc1ccc(-c2ccc(SCC(=O)NC3CCCC3)nn2)cc1,.,.,.,-6,0.4,.,3,0,-0.1,10
NC1=NC(c2cccc(O)c2)n2c(nc3ccccc32)N1 (configuration not stated),0,-1,-1,2,.,5,-8,2,-1.5,13
COc1ccc(CNC(=O)C2CC(O)CN2C(=O)Nc2ccccc2)cc1 (configuration not stated),-18,0,.,-3,2.2,-14,10,-6,-0.1,6
O=C(CSc1ccccc1C(=O)O)NCc1ccc(Cl)cc1,36,0,6,1,0.5,-2,-8,-5,-0.1,-17
O=C(NNc1c2ccccc2nc2ccccc12)c1ccc(O)cc1,18,1,9,-31,2.9,38,9,-8,2.2,-19
CCOC(=O)C1=C(N)N(c2ccccc2)C(=O)C1,10,0,4,-6,.,-14,2,-4,5.6,5
CCN1C=C(C(=O)OC)C(c2cccc(C)c2)C(C(=O)OC)=C1,40,-2,1,-8,.,-11,7,10,-0.3,-266
CCOc1ccc(C(=O)NCCc2ccc3c(c2)OCCO3)cc1,-3,-2,6,-1,1.7,9,9,-3,-0.4,17
O=C(CCNC(=O)C1CCN(S(=O)(=O)c2ccc(F)cc2)CC1)NCc1ccccn1,.,.,.,2,-0.5,.,6,5,1.4,-3
CCOC(=O)N1CCN(S(=O)(=O)c2ccc3c(c2)OCC(=O)N3)CC1,30,-1,2,4,.,-10,1,-2,i,-4
CN(C)C(=O)Nc1ccccc1,24,-2,0,4,0.3,6,5,-5,i,-11
COc1cc(CCC(=O)Nc2ccc(S(=O)(=O)N3CCOCC3)cc2)cc(OC)c1OC,.,.,-2,-4,1.9,-9,-1,0,5.0,4
Cc1ccc(C(=O)O[C@H](C(=O)O)[C@H](OC(=O)c2ccc(C)cc2)C(=O)O)cc1,27,1,-7,12,-0.2,-6,11,3,-7.7,1
C=CCONC(=O)Cc1ccccc1,.,.,.,-2,1.7,1,2,-3,i,-5
COc1ccc(/C=N/NC(=O)c2ccc(NC(C)=O)cc2)cc1COc1ccc(F)cc1F,23,-2,-44,4,0.8,.,-115,17,0.6,-16
COc1ccc(C)cc1NC(=O)C(OC(=O)c1ccc([N+](=O)[O-])o1)c1ccccc1 (configuration not stated),2,0,-10,-4,0.0,9,4,-15,-0.3,9
Cc1ccc(OCCC(=O)OCC(=O)N2CC(=O)Nc3ccccc32)cc1,.,.,-3,0,-0.5,-13,-24,-2,i,-9
COc1ccc(-c2nn(C)c(=O)c3ccccc23)cc1NC(=O)COc1ccccc1,22,5,-4,1,.,-7,6,3,-1.6,4
CCOC(=O)c1[nH]cnc1C(=O)Nc1ccc(C)cc1,19,-6,3,0,1.4,-4&-8,3,-2,-0.6,11
c1nnc2c3c4c(sc3ncn12)CCC4,-1,-6,-11,-3,.,9,-1,-10,-2.0,-14
CCOc1cccc(N(C(=O)C2COc3ccccc3O2)C(C(=O)NC2CCCCC2)c2ccc(O)cc2)c1 (configuration not stated),-2,5,-9,-4,.,-9,0,6,-0.3,3
O=C(c1ccc2ncsc2c1)N1CCCC(C(F)(F)F)C1 (configuration not stated),.,.,-8,4,0.9,-12,-2,-2,i,8
O=C(CCCN=C1NS(=O)(=O)c2ccccc21)OCC(=O)c1ccc(Br)cc1,30,-4,-12,-12,-0.5,-9,-7,-2,i,1
CCOc1ccc(/C=C/C(=O)NCc2ccccc2)cc1,-1,-3,-7,-4,0.1,-19,3,2,i,13
CCCC(=O)NC(NC(=S)Nc1ccc(N=Nc2ccccc2)cc1)C(Cl)(Cl)Cl (configuration not stated),13,5,-20,-2,1.1,24,4,8,-1.7,-13
CCOc1ccc(NC(=O)c2ccccc2NC(=O)CNC2CCCC(C)C2C)cc1 (configuration not stated),.,.,-23,8,0.0,-9,-1,7,-1.0,18
O=C(Nc1cccc(C(F)(F)F)c1)C1CCN(S(=O)(=O)c2cnc[nH]2)CC1,22,4,2,-3,.,-4,3,-1,.,1
CCCCCCn1c(=O)c(C(=O)Nc2c(C)n(C)n(-c3ccccc3)c2=O)c(O)c2ccccc21,34,6,10,-7,1.6,2,-3,1,-0.3,-7
O=C(CN1CCc2ccccc2C1)Nc1ccc(Br)cc1,-6,-2,3,22,.,-21,-2,-1,-0.7,-4
COc1ccccc1C(=O)Nc1ccnn1C1CCN(CCC(C)c2ccc(C)o2)CC1 (configuration not stated),14,4,4,17,3.0,-25,7,-12,i,4
COc1cc(C2c3c(oc4ccccc4c3=O)C(=O)N2Cc2ccco2)ccc1O (configuration not stated),20,0,3,2,.,-5,-1,-2,-0.1,-2
COc1ccc(S(=O)(=O)N(CC(=O)NCc2ccco2)c2ccccc2OC)cc1,30,1,-2,1,0.9,-9,-1,-2,-0.2,19
CCC1CN(C(=O)NCc2ccc(C)cc2)c2ccccc2O1 (configuration not stated),-25,-1,.,-1,1.4,-12,-2,6,-1.3,-7
CCCCCCCC1CC(=O)C=C(C)C1C(=O)OCC (configuration not stated),-4,-1,6,9,0.3,-36,5,2,0.5,6
COc1ccccc1-n1c(O)c(/C=C2\C=Nc3ccccc32)c(=O)[nH]c1=O,5,1,-4,-8,0.7,.,-8,8,23,-3
CCCn1c(N)c(C(=O)CSc2nnc(-c3cccnc3)n2-c2ccc(C)cc2C)c(=O)[nH]c1=O,34,-4,5,-4,0.9,-3,9,10,0.3,8
O=C(CCC(=O)N(CC(=O)NC1CCCCC1)c1ccc(F)cc1)Nc1nccs1,25,0,-5,0,-0.1,-2,1,4,-1.2,-1
CC1=Nn2c(nc(-c3ccccc3)c2-c2ccccc2)N(CC(N)=O)C(=O)C1,32,1,-2,6,.,-3,9,-3,0.1,2
O=C(CCCC(=O)N(c1cccc(F)c1)C(C(=O)NC1CCCC1)c1ccc(O)cc1)Nc1ccccn1 (configuration not stated),25,-1,-13,6,-1.5,-1,2,-5,-0.3,0
CCOC(=O)c1sc(N)c(C#N)c1CSc1nc2ccc(C)cc2[nH]1,-10,-1,0,5,.,12,3,-1,4.5,16
